# GSK3beta inhib = inhibitors of human GSK3beta kinase. GST-GSK3beta kinase, ADP-Glo luminescence, 60 min; hits give low values. activity score (negative = inhibition), % at 10 µM. hit rate 0.038% among 300,000;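 active means more than half of replicate wells score below -50%, meaning over 50% inhibition versus plate controls; inconclusive means some replicates but at most half score below -50%; inactive means no replicate scores below -50%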;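 further: 0% = median DMSO wells and -100% = median GW8510 positive control wells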
# Target sequence (P49841 whole entry, looked up): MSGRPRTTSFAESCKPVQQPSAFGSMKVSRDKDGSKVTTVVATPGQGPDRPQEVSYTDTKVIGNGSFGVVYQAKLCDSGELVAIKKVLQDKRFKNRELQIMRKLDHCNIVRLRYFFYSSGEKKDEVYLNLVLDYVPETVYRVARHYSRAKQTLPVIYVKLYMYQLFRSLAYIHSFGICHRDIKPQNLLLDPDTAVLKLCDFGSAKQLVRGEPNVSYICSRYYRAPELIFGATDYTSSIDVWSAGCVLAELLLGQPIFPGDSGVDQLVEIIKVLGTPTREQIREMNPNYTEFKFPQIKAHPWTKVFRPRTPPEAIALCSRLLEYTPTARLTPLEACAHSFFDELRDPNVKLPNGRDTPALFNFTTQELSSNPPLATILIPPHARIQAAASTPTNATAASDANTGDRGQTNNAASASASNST
#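 Test system: GST-tagged human GSK3beta kinase, cell-free; evaluation: activity score scaled between in-plate DMSO and GW8510 controls; measured by: ADP-Glo luminescence; incubation: 60 min reaction, RT; benchmarks: DMSO and 20 µM GW8510; reagent: peptide substrate plus 25 µM ATP (final); medium: Tris/MgCl2 kinase buffer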
# HDAC3 inhib = human HDAC3 inhibition. O15379. recombinant HDAC3, fluorogenic peptide/trypsin coupled, fluorescence. inhibition, % at 8.3 µM. hit rate 0.15% among 320,000. AID 2718; in the data active means inhibition above about 26%, passing the limit was not always enough; inconclusive means no clear call, values can overlap the other calls
# Target sequence (O15379 whole entry, looked up): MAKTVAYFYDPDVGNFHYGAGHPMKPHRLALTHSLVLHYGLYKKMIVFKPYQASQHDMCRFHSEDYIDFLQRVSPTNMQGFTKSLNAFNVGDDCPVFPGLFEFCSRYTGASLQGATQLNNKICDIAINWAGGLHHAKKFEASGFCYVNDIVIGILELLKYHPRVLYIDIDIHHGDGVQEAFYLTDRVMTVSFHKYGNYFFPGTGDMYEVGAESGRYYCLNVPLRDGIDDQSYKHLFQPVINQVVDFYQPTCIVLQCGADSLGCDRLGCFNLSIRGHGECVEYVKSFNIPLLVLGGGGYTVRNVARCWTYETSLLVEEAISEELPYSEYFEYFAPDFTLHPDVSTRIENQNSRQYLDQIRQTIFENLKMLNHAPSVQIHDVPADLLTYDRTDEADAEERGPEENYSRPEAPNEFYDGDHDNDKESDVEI
# PolyA inh = blocks polyadenylation in yeast reporter cells; calls only at 12 µM; hit rate 0.02% among 300,000; S. cerevisiae SKY197-pL101 polyadenylation reporter, beta-gal luminescence; efflux-impaired pdr1/pdr3 knockout yeast; score 100 = 6 SD above DMSO;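 active means lowest replicate activity score at least 50, where 100 means six control SD above control mean; inconclusive means lowest score under 50 but half or more replicates reach 50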;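 further: yeast exposed to compound for 9 h at 30 °C; higher score means more reporter readthrough which indicates perturbed polyadenylation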
# HSP90 refold inh = HSP90 refolding inhibition in rabbit reticulocyte lysate | AID 1789 | hit rate 0.91% among 290,000 | luciferase refolding luminescence, 3 h | inhibition, % at 5.6 µM;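 active means inhibition above the screen-wide mean plus 3 SD, computed separately per campaign, cut at about 16% in these data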;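 further: 0% = DMSO wells and 100% = 60 µM geldanamycin wells; inhibitors lower the luminescence because luciferase stays unfolded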
# AI-2 QS mod = Vibrio harveyi AI-2 quorum sensing modulation; Vibrio harveyi JMH597 AI-2 luminescence/OD600 ratio, 9 h; hits give low values; strain lacks LuxN and CqsS sensors; 0 = neutral-control median; activity change, % at 7.5 µM; hit rate 0.4% among 300,000; in the data active means activity change below about -75%, passing the limit was not always enough; inconclusive means no clear call, values can overlap the other calls;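 further: luminescence divided by OD600 gain over 9 h not by final OD600 alone; inactives centre near 13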
# HSF1 inh = HSF1 inhibition | hit rate 0.77% among 300,000 | AID 2098 | NIH3T3-HGL HSE-luciferase, MG132-induced, luminescence 8 h; hits give low values | activity change, negative = inhibition, % at 7.5 µM (by protocol);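 active means more than half of replicate wells show activity change below -50%, luminescence cut by over half; inconclusive means some wells, but at most half, below -50%; inactive means no replicate well below -50%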;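 further: luciferase reports HSF-1 transcriptional activity via heat shock element; 0% = median of DMSO wells and -100% = zero luminescence signal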
# Dyrk1A ADPGlo = inhibitors of rat Dyrk1A kinase | ADP-Glo luminescence, NFATc1 peptide | hit rate 0.43% among 310,000 | AID 504441 | inhibition, % at 12.5 µM | Q63470; in the data active means inhibition above about 50%;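 further: plate controls were vehicle with enzyme for no effect and no enzyme for full effect; many of its hits are not listed in these tables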
# GSK3A inh = human GSK-3 alpha kinase inhibition; P49840; ADP-Glo luminescence, 60 min; inhibition, % at 10 µM; hit rate 0.1% among 320,000; AID 2650;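 in the data active means inhibition above about 50%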;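 further: GST-tagged GSK-3 alpha with peptide substrate and 25 µM ATP; 0% = DMSO neutral wells and 100% = GW8510 positive control wells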
# HSF-1 act = increases HSF-1 driven luciferase reporter signal; NIH3T3-HGL HSF-1 luciferase reporter, MG132, 8 h; 100% = twice DMSO control signal; activation, % at 9 µM; hit rate 1.7% among 300,000; AID 504408;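 active means mean replicate activation of at least 50% with a set share of replicates each reaching 50%; inconclusive means only one of those two conditions met; inactive means mean below 50% and too few replicates reaching it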;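 further: 0% = median of the neutral control wells and 100% = twice that signal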
# Platelet DG rel = modulates dense granule release in human platelets; human platelet-rich plasma, SFLLRN dense granule ATP release, luminescence; inhibition, %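 (compounds screened at 7.5 µM in platelet-rich plasma)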; hit rate 0.22% among 300,000; AID 1663;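 active means mean replicate score, as percent of positive control, at or above 50; inconclusive means mean below 50 but at least one replicate at or above 50; inactive means mean and every replicate below 50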
# The depositor's hits bear a star; i = inactive; ? = inconclusive; . = no result given.
SMILES,GSK3beta inhib,HDAC3 inhib,PolyA inh,HSP90 refold inh,AI-2 QS mod,HSF1 inh,Dyrk1A ADPGlo,GSK3A inh,HSF-1 act,Platelet DG rel
CCOc1ccc(NC(=O)COC(=O)CCS(=O)(=O)c2ccc(C)cc2)cc1,3,1,i,-6,5,2,-6,-1,6,-1
Cc1ccc(C(=O)NC(=S)Nc2cccnc2Cl)cc1,0,3,i,3,21,33,5,0,65*,7
C/C(=N\Nc1ccc(S(=O)(=O)Nc2ccc(Cl)cc2)cc1[N+](=O)[O-])c1ccc(N2CCOCC2)cc1,1,-2,i,-1,21,4,-1,0,16,5
CC(C)Cn1c(-c2ccco2)nc2c(c(=O)c3ccccc3n2C)c1=O,1,3,i,-3,28,-2,.,1,2,6
COc1ccccc1NS(=O)(=O)c1cc(NC(=O)c2ccc3ccccc3n2)ccc1Cl,0,-7,i,-6,8,25,-6,0,38,2
CC(C)C(=O)N1CCC2(CC1)Oc1ccc(F)cc1C(=O)C21CC(c2ccccc2)=NO1 (centres undefined),-2,6,i,.,3,-3,11,-1,-8,0
CN(C)CCN(C(=O)c1ccc(N2C(=O)CCC2=O)cc1)c1nc2cc3c(cc2s1)OCO3,3,2,i,3,3,1,2,.,11,5
C=CCOc1ccc(/C=C2/C(=O)ON=C2C)cc1OC,4,1,i,4,12,2,-6,-2,28,8
Nn1c(-c2ccccc2)cc(-c2ccccc2)cc1=O,-1,4,i,.,8,5,8,-6,10,-2
CC1(c2cccc(Br)c2)NC(=O)N(CC(=O)Nc2ccc(F)cc2)C1=O (centres undefined),0,7,i,2,-48,4,-3,-3,-13,2
CS(=O)(=O)Nc1nnc(C2CCCC2)s1,-1,1,i,4,27,-5,-2,2,3,-4
Cc1cc(C)nc(SCc2nnc(SCC(=O)Nc3ccc(C)c(C)c3)n2Cc2ccco2)n1,-2,.,i,-1,40,-3,1,0,-7,0
COc1cc([N+](=O)[O-])ccc1NC(=S)NC(=O)CC(C)(C)C,-3,4,i,-6,33,7,1,-1,5,3
O=C(Cc1cccs1)Nc1nc(-c2cccnc2)cs1,2,-7,.,-1,16,-2,13,-1,-8,0
Cc1n[nH]c(=O)nc1N/N=C/c1ccco1,-1,8,i,2,-1,-1,11,5,-11,13
CCOC(=O)Cc1nnc2c(Nc3ccccc3F)nc3nonc3n12,0,?,i,10,14,-74*,-4,-5,-79,-6
Nc1nnnn1/N=C/c1ccccc1O,-3,-6,i,.,-1,-5,19,3,12,8
NS(=O)(=O)c1ccc(CCNC(=O)c2cc(=O)[nH]c3ccccc23)cc1,2,-1,i,1,19,-6,-4,1,0,4
CC(=O)Nc1ccc(S(=O)(=O)NC2(C(F)(F)F)C(=O)Nc3c2c(=O)[nH]c(=O)n3C)cc1 (centres undefined),0,-1,i,4,30,-3,2,2,14,6
CCN(CC)C(=O)CSc1nc(-c2ccccc2)cc(=O)[nH]1,-2,2,i,-1,17,5,5,2,27,12
CCN(CC)c1ccc(NC(=O)c2[nH]c(C)c(C(C)=O)c2C)c(C)c1,-3,1,i,6,-18,5,-1,-2,-15,-4
CN(c1ccccc1)S(=O)(=O)c1cccc(C(=O)Nc2ccc3c(c2)CCC3)c1,4,4,i,4,17,7,-4,-2,22,-2
CCOC(=O)c1ccc(NC(=O)N2CCN(Cc3cccc(F)c3)CC2)cc1,-2,6,i,3,44,-7,-4,4,11,-6
O=C(NC1CCN(Cc2ccccc2)CC1)C1CCN(S(=O)(=O)c2cccc([N+](=O)[O-])c2)CC1,1,-9,i,1,23,2,8,-1,7,5
O=C1C(NS(=O)(=O)c2cccs2)=C(N2CCOCC2)C(=O)c2ccccc21,1,.,i,1,5,17,4,2,34,0
CCOC(=O)CC(NC(=O)Cn1nnc(-c2ccccc2)n1)c1ccc(OC)cc1 (centres undefined),1,3,i,-3,25,1,.,-1,-10,6
O=C1OC(Nc2ncccn2)c2ccccc21 (centres undefined),-6,0,i,1,28,5,0,1,-10,10
CCOC(=O)c1cnn(-c2ncnc3sc(C)c(C)c23)c1N,2,4,i,-2,-6,6,6,-3,35,-15
CC(=O)NC(C(=O)c1ccccc1)C(=O)c1ccccc1,2,-16,i,4,24,-3,5,-5,-13,-10
Cc1ccc(NS(=O)(=O)c2c(C(=O)N3CCOCC3)c(C)n(C)c2C)cc1,1,-3,i,-2,20,0,1,-2,29,-7
CCCS(=O)(=O)Nc1cccc(-c2nc3cccnc3s2)c1,-3,-7,i,-1,-4,-6,8,.,2,6
O=C(NCc1cccs1)c1cccc(S(=O)(=O)N2CCCCC2)c1,-1,-3,i,0,12,2,2,-3,12,0
CC(Oc1ccc(C(=O)NCCc2ccccc2)cc1)C(=O)O (centres undefined),-5,5,i,7,29,-2,1,-4,-4,7
COc1ccc(C)cc1NC(=O)CCC(=O)Nc1ccc2nc(N3CCN(C)CC3)cc(C)c2c1,2,-5,i,3,9,8,.,-2,23,1
CC1(c2ccc(O)cc2)NC(=O)N(c2ccccc2)N1 (centres undefined),0,9,i,2,12,0,-2,-1,17,18
NS(=O)(=O)c1ccc(N/N=C/c2ccc3c(c2)OCO3)c([N+](=O)[O-])c1,-2,-11,i,-1,8,1,-1,-3,2,9
CCCCn1c(CCC(=O)O)nc2c1c(=O)[nH]c(=O)n2CCC,1,-3,i,-5,15,0,1,0,-4,4
CC1CCN(CCCNC(=O)c2cc3sccc3n2C)CC1,-4,4,i,4,11,0,-3,-3,-18,5
CC(NC(=O)C1CC2CCCC(C1)C2=O)c1ccccc1 (centres undefined),-2,4,i,-2,12,-2,-3,-3,3,-4
CCCCCC/C(C)=C1/SC(=S)NC1=O,4,7,i,-3,32,-5,-4,4,14,-3
CCC/C(O)=C1\C(=O)CC(C)(C)CC1=Nc1ccc(OC)cc1OC,3,-2,i,3,15,-5,-6,1,-10,-28
O=C(Cn1c2ccccc2c(=O)c2ccccc21)N/N=C/c1ccc(N2CCCC2)c([N+](=O)[O-])c1,-1,-3,i,2,3,6,-1,-1,5,?
CC(=O)c1cccc(NC(=O)CN2C(=O)NC3(CCCCCCC3)C2=O)c1,3,2,i,-2,5,-6,0,-1,-2,13
CCOc1ccccc1N(CC(=O)NC1CCCC1)C(=O)CNC(=O)c1cccs1,2,6,i,1,9,3,-6,1,2,0
CCC(C)NC(=O)Cn1cc2c(n1)CCC(C)C2 (centres undefined),2,0,i,-4,23,6,-6,2,10,-2
Cc1ccc(S(=O)(=O)NCC2CCC(C(=O)NCCCN3CCCC3=O)CC2)cc1 (centres undefined),1,4,i,-3,1,-7,-1,0,-14,4
Cc1c(NS(=O)(=O)c2cc(C(=O)OCC(=O)N3CCC(C)CC3)ccc2Cl)c(=O)n(-c2ccccc2)n1C,-5,-5,i,2,11,-7,2,3,1,-72
Cc1c(C)c2ccc(OCC(=O)Nc3ccccc3C(N)=O)cc2oc1=O,-2,1,i,3,12,-3,-3,1,-4,-3
O=C(CSc1ccccc1)Nc1ccc(N2CCOCC2)cc1,-3,0,i,-1,27,1,-1,-1,8,-6
CCN(CC(=O)Nc1ccc(NC(C)=O)cc1)C(=O)/C=C/c1cn(-c2ccccc2)nc1-c1ccc(F)cc1,2,-11,i,.,18,-2,-3,-1,3,3
Cc1c(C(=O)NN)nn(-c2ccc(Cl)cc2)c(=O)c1C#N,-2,-4,.,2,24,.,.,-8,.,.
COC(=O)c1cc(S(=O)(=O)NCCc2ccc(Cl)cc2)c[nH]1,-1,2,i,-2,33,-23,1,-1,-28,2
CC1CCCN(S(=O)(=O)c2cccc([N+](=O)[O-])c2)C1 (centres undefined),2,-3,i,-3,32,-10,-1,1,-32,13
CC(C)CC(NC(=O)C(Cc1ccc(OCc2ccccc2)cc1)NC(=O)OC(C)(C)C)C(N)=O (centres undefined),1,-11,i,1,17,6,1,0,-7,-4
CCc1cccc(C)c1NC(=O)c1ccoc1C,2,-3,i,-2,31,-13,-5,2,11,-4
Cc1ccnc(NC(=O)CCC(=O)N(CC(=O)NCc2ccccc2)Cc2ccco2)c1,-3,-5,i,-6,3,-1,-1,49,-5,2
O=C(COC(=O)c1cc(S(=O)(=O)N2CCOCC2)ccc1O)NCC1CCCO1 (centres undefined),-8,0,i,3,11,-1,-4,-3,-9,-20
CSc1cccc(NS(=O)(=O)c2cccc3nsnc23)c1,-1,-5,i,3,27,-8,3,-1,-26,2
COc1ccccc1CNC(=O)C/C(C)=N/NC(=O)COc1ccc(C)cc1Br,2,-10,i,-1,10,1,-3,0,-3,3
Nc1cc(-c2ccc(Br)cc2)[nH]n1,8,-5,i,5,19,-5,-3,-1,3,3
# Next section:
SMILES,GSK3beta inhib,HDAC3 inhib,PolyA inh,HSP90 refold inh,AI-2 QS mod,HSF1 inh,Dyrk1A ADPGlo,GSK3A inh,HSF-1 act,Platelet DG rel
C=CCNC(=O)COC(=O)C1CCN(S(=O)(=O)c2ccc3c(c2)OCCO3)CC1,3,-4,i,3,34,0,-3,1,10,-26
COc1ccc(CCNC(=O)c2ccc(-c3ccc([N+](=O)[O-])cc3Cl)o2)cc1,4,-12,i,-1,13,3,-1,3,9,7
CC(=O)N1N=C(c2ccc(C)cc2)OC1c1ccc(C)cc1 (centres undefined),0,6,i,5,17,15,0,0,20,-7
Cc1ccc(C(=O)Nc2cccc(C(=O)NC3CCCCC3)c2)cc1,2,2,i,-2,-4,0,-3,3,1,-29
COc1ccc(C2C=C(c3ccccc3)Nc3nc(CCCO)nn32)cc1 (centres undefined),2,-74,i,-2,6,-10,.,-1,10,12
COc1ccc(NC(=O)c2ccc(F)c(F)c2)c2ccccc12,-3,5,i,0,3,3,0,-1,13,-6
COc1ccc([N+](=O)[O-])cc1NC(=O)COC(C)=O,-2,9,i,-2,40,-3,-7,-3,-18,-1
O=S(=O)(Nc1ccccc1N1CCCCC1)c1ccc(F)cc1F,-2,-1,i,-4,-2,0,1,1,-1,0
COc1ccc(C(=O)/C(=C/N(C)C)S(=O)(=O)c2ccccc2)cc1,0,-1,i,6,37,0,1,-3,-5,8
C=CCN1C(=NC(=O)CC)SC2CS(=O)(=O)CC21 (centres undefined),1,-3,i,-2,6,-4,-1,-2,0,6

# Reformatted with values under each structure: three of the compounds above
# The line under a structure holds: GSK3beta inhib, HDAC3 inhib, PolyA inh, HSP90 refold inh, AI-2 QS mod, HSF1 inh, Dyrk1A ADPGlo, GSK3A inh, HSF-1 act, Platelet DG rel
CCN(CC(=O)Nc1ccc(NC(C)=O)cc1)C(=O)/C=C/c1cn(-c2ccccc2)nc1-c1ccc(F)cc1
→ 2, -11, i, ., 18, -2, -3, -1, 3, 3
Cc1c(C(=O)NN)nn(-c2ccc(Cl)cc2)c(=O)c1C#N
→ -2, -4, ., 2, 24, ., ., -8, ., .
COC(=O)c1cc(S(=O)(=O)NCCc2ccc(Cl)cc2)c[nH]1
→ -1, 2, i, -2, 33, -23, 1, -1, -28, 2

# Screening results from PubChem BioAssay.

# Not all compounds are listed; rates above refer to the full screens.
